High-throughput results deposited in PubChem by Southern Research Specialized Biocontainment Screening Center.
tuberculosis growth – growth inhibition of non-replicating M. tuberculosis (AID 488890). Mycobacterium tuberculosis non-replicating, growth inhibition; higher % means a stronger effect. one-dose inhibition, % at 25 µM; IC50 in µM for titrated hits. 320,000 tested, 0.39% active; in the data active = a potency from the dose series; inconclusive = inhibition mostly from about 82% at the one dose, without a potency; inactive = the rest, 99 in 100 with inhibition below about 76%;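 note: plate controls were DMSO cells for no effect and high antibiotic wells for full effect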
influenza NS1A – H1N1 influenza NS1A inhibitors, functional cell based assay (AID 504329) | NS1A functional cell-based assay, percent inhibition; higher % means a stronger effect | inhibition, % at 12.5 µM, or IC50 in µM where a hit was titrated | 340,000 tested, 0.3% active; in the data active = a potency from the dose series; inconclusive = inhibition above about 27% without an active follow-up result; note: strong numbers were not always called active
VEEV TC-83 Vero – inhibitors of VEEV TC-83 cytopathic effect, confirmation, Vero cells (AID 588727). Vero cells, VEEV TC-83 cytopathic effect inhibition; higher % means a stronger effect. inhibition, % at 20 µM; hits with a dose series show IC50 in µM. 350,000 tested, 0.13% active; in the data active = a potency from the dose series; inconclusive = inhibition mostly from about 14% at the one dose, without a potency; inactive = the rest, 99 in 100 with inhibition below about 12%; note: strong numbers were not always called active
Salmonella PhoP GFP – Inhibition of PhoP regulon, Salmonella typhi GFP reporter cells, confirmation, 4 h (AID 1850). Salmonella Typhi PhoP-promoter GFP reporter, fluorescence, 4 h; higher % means a stronger effect. inhibition, % at 50 µM; hits with a dose series show IC50 in µM. 310,000 tested, 0.33% active; in the data active = a potency from the dose series; inconclusive = inhibition mostly from about 25% at the one dose, without a potency; inactive = the rest, 99 in 100 with inhibition below about 19%;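 note: 0% = induced wells with vehicle and 100% = uninduced wells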
H37Rv inhibition – M. tuberculosis growth inhibition, HTS (AID 449762); 330,000 tested, 0.59% active; M. tuberculosis H37Rv growth inhibition, 7H9 media; higher % means a stronger effect; inhibition, % at 25 µM, or IC50 in µM where a hit was titrated; in the data active = a potency from the dose series; inconclusive = inhibition above about 70% without an active follow-up result;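 note: bacterial growth assessed after seven days of incubation; strong numbers were not always called active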
VEEV TC-83 Vero 10K pilot screen – further read-out of VEEV TC-83 Vero, marked with its call; inhibition, %; measured here: 10K pilot screen inhibition
* marks the source's active call; other numbers are inactive results; i = inactive; ? = inconclusive; / = no result given.

SMILES | tuberculosis growth | influenza NS1A | VEEV TC-83 Vero | Salmonella PhoP GFP | H37Rv inhibition | others
Nc1cc(SCc2ccc(Cl)cc2Cl)ncn1 | / | 6% | 1.4% | / | /
COCCn1c(SCC(=O)N2CCCCCC2)nnc1-c1ccco1 | -12% | 13% | 0.2% | 4% | -2%
Cc1ccc2c(c1)C(=O)N1[C@H]3c4cc(C)ccc4OC[C@@H]3[C@H](c3ccccc3)[C@]1(C)C(=O)N2 | ? | 0% | 0.8% | / | 22%
CCNC(=O)CC1S/C(=N/N=C(\C)c2ccccc2)NC1=O (stereo unspecified) | -5% | -9% | 1.9% | -9% | 3%
COc1ccc(C)cc1Nc1n[n+](-c2ccccc2)c(-c2ccc(NC(C)=O)cc2)s1 | 61% | 0% | 1.0% | -15% | 10%
CCC(=O)NC(=S)NNC(=O)c1ccc([N+](=O)[O-])cc1 | -18% | -8% | 3.8% | -7% | 4%
Cc1cc(C)cc(NC(=O)CN(C)S(=O)(=O)c2cccc3nsnc23)c1 | 7% | 13% | 0.8% | -1% | 1%
CCn1c(C2CC(=O)N(c3ccc(C)c(C)c3)C2)nc2ccccc21 (stereo unspecified) | -3% | -5% | 8.3% | 4% | -8%
CC(=O)C[C@H](O)CC(=O)[C@H]1OC(=O)CCCCCCCc2ccccc21 | 19% | -1% | 0.3% | / | 1%
NC(=O)c1cc[n+](CC2=C(C(=O)O)N3C(=O)[C@@H](NC(=O)C(c4ccccc4)S(=O)(=O)[O-])[C@H]3SC2)cc1 (stereo partly specified) | -13% | 11% | 0.3% | 3% | -3%
CCc1nc(NCCCN2CCOCC2)c2oc3ccccc3c2n1 | 5% | -15% | i | -3% | -7%
O=C(c1ccc(Cl)cc1)C1CCN(Cc2ccccc2)CC1 | 71% | 21% | 0.7% | 10% | 5%

Next part; the last 7 above are carried over.
SMILES | tuberculosis growth | influenza NS1A | VEEV TC-83 Vero | Salmonella PhoP GFP | H37Rv inhibition | others
CCC(=O)NC(=S)NNC(=O)c1ccc([N+](=O)[O-])cc1 | -18% | -8% | 3.8% | -7% | 4%
Cc1cc(C)cc(NC(=O)CN(C)S(=O)(=O)c2cccc3nsnc23)c1 | 7% | 13% | 0.8% | -1% | 1%
CCn1c(C2CC(=O)N(c3ccc(C)c(C)c3)C2)nc2ccccc21 (stereo unspecified) | -3% | -5% | 8.3% | 4% | -8%
CC(=O)C[C@H](O)CC(=O)[C@H]1OC(=O)CCCCCCCc2ccccc21 | 19% | -1% | 0.3% | / | 1%
NC(=O)c1cc[n+](CC2=C(C(=O)O)N3C(=O)[C@@H](NC(=O)C(c4ccccc4)S(=O)(=O)[O-])[C@H]3SC2)cc1 (stereo partly specified) | -13% | 11% | 0.3% | 3% | -3%
CCc1nc(NCCCN2CCOCC2)c2oc3ccccc3c2n1 | 5% | -15% | i | -3% | -7%
O=C(c1ccc(Cl)cc1)C1CCN(Cc2ccccc2)CC1 | 71% | 21% | 0.7% | 10% | 5%
CCN(CC(=O)Nc1ccccc1C(F)(F)F)C(=O)CCOc1ccccc1C | 8% | -4% | 2.1% | 5% | 0%
O=C(Cn1cnc([N+](=O)[O-])n1)N/N=C/c1ccc(O)cc1O | -4% | 11µM* | i | 3% | -2%
CCOC(=O)N1CCN(C(=O)COc2ccccc2[N+](=O)[O-])CC1 | 1% | 3% | 1.1% | 0% | -11%
O=C(CSC(=S)N1CCCC1)NCCc1ccccc1 | 54% | -3% | i | 0% | -7%
COc1ccc(-c2cc(C(=O)NCCCN3CCOCC3)no2)cc1 | -9% | 6% | 0.8% | -3% | 3%
CCOc1ccc(C2NC(=O)c3ccccc3O2)cc1OC (stereo unspecified) | 0% | -14% | 0.2% | -6% | -2%
CCn1ccnc1CN1CCCC(C(=O)c2ccc3c4c(cccc24)CC3)C1 (stereo unspecified) | 61% | 2% | 0.6% | 19% | ?
COc1cc(S(=O)(=O)NCc2cccnc2)ccc1F | 1% | 2% | 1.4% | -7% | 0%
NC(=S)NN=C(c1ccc(Br)cc1)C1CC1 | / | -7% | i | / | /
O=C(CCn1c(=O)oc2ccccc21)Nc1ccon1 | -1% | -2% | 1.2% | -5% | -1%
CC(C)(C)C(=O)Nc1sc(-c2ccccc2)cc1C(=O)O | 41% | -1% | 24µM* | 8% | 54%
Cc1ccc(CCNC(=O)CS(=O)Cc2nc(-c3ccccc3F)oc2C)cc1 (stereo unspecified) | 6% | 2% | 1.4% | 1% | 3%
COc1cc(N=Nc2c(O)c3ccccc3[nH]c2=O)c(OC)cc1N=Nc1ccccc1 | -5% | 10% | 2.4% | 6% | -5%
O=C(O)C1C2C=CC(C2)C1C(=O)NCCCN1CCCC1=O (stereo unspecified) | -11% | 9% | i | -2% | -4%
C=C1CCN([C@@H](C)C(=O)NCc2cc(OC)c(OC)c(OC)c2)S(=O)(=O)c2ccccc21 | -9% | 10% | i | 5% | -10%
CCCS(=O)(=O)N1CCC(C(=O)NCCCOC(C)C)CC1 | -9% | -16% | 0.7% | 1% | -6%
CC(Nc1nc(N2CCCC2)nc2ccccc12)c1ccccc1 (stereo unspecified) | ? | -3% | 0.9% | 69µM* | ?
COc1cccc(-c2nnc(NC(=O)CCS(=O)(=O)c3ccc(C)cc3)o2)c1 | ? | -11% | 0.3% | -3% | 16%
COC(=O)c1nc(Cl)c(Cl)c(N)c1Cl | -1% | -4% | 0.1% | 1% | -2%
COc1ccccc1CNS(=O)(=O)c1cccc2nsnc12 | 1% | -5% | 7.0% | -6% | 4%
COc1ccc(CNC(=O)C(c2ccco2)N(C(=O)CNS(=O)(=O)c2ccccc2)c2ccccc2C)cc1 (stereo unspecified) | 50% | -1% | 6.7% | -12% | 9%
COC(=O)N/N=C/c1cc(Br)ccc1O | / | -2% | 1.0% | 4% | -5%
C=CCn1c(O)c(C(CC)=Nc2ccccc2NC(=O)CC)c(=O)[nH]c1=O | -1% | 2% | i | 2% | 1% | VEEV TC-83 Vero 10K pilot screen=1.1
CCNc1nc(N)c(C(=O)c2ccc(Cl)s2)s1 | 26% | 4% | 0.4% | -6% | 8%
CCOc1cccc(-c2cc(-c3n[nH]c(=S)n3CC)c3ccccc3n2)c1 | 9% | 25% | i | -10% | 2%
Cc1cc(C)c2c(c1)NC(=O)C2(O)CC(=O)c1cccs1 (stereo unspecified) | -10% | 14% | 2.0% | 5% | 1%
COc1ccc(C(=O)NCc2nnc(SCC(=O)N3CCC(C)CC3)o2)cc1OC | -7% | -2% | i | -11% | 1%
S=C(c1ccc2c(c1)OCO2)N1CCCCC1 | -2% | -6% | 1.1% | -28% | -1%
CCN(CC(=O)Nc1c(F)cccc1F)C(=O)CCN1C(=O)C2CC=CCC2C1=O (stereo unspecified) | -12% | -5% | 2.0% | 2% | 1%
Cn1c(=O)n(C)c2cc(/C=N/NC(=O)c3ccc(Cl)cc3)ccc21 | -13% | -15% | 8.8% | 4% | 2%
CCOC(=O)N1CCN(C(=O)/C(=C/c2ccccc2OC)NC(=O)c2ccccc2)CC1 | -13% | 18% | 2.9% | 1% | -17%
COc1ccc(CCNC(=O)CSc2nc3scc(-c4ccccc4)c3c(=O)[nH]2)cc1 | 16% | 3% | 3.8% | / | -2%
COc1ccc(C(=O)Nc2nc3ccccc3[nH]2)cc1S(=O)(=O)N1CCOCC1 | 2% | 4% | 9.3% | 5% | 1%
Clc1ccc(CN(Cc2ccc(Cl)cc2)c2nn[nH]n2)cc1 | 21% | 4% | 0.6% | -12% | -2%
CC(C)CN(C(=O)CSc1nnc2c(Cl)cc(C(F)(F)F)cn12)C1CCS(=O)(=O)C1 (stereo unspecified) | -4% | 8% | 2.6% | -11% | 2%
Cc1noc(C)c1C(=O)Nc1ccccc1N1CCCC1 | 3% | -7% | 0.6% | / | 1%
O=C(/C=C/c1ccccc1)CC(O)(c1ccccc1)C(F)(F)C(F)F (stereo unspecified) | 78% | 7% | 42% | -16% | -7%
O=C1/C(=C/c2ccco2)CCC1C1CCCC1 (stereo unspecified) | i | -6% | 0.1% | 6% | 1%
Cc1ccc(NC(=O)CN2C(=O)NC3(CCCCC3)C2=O)cc1S(=O)(=O)N1CCOCC1 | 2% | 2% | 2.9% | / | -5%
Cc1nc2ccc(S(=O)(=O)N3CCCCC3)cc2s1 | -7% | -13% | i | 9% | -1%
COc1ccc2oc(C(=O)OCC(=O)N(CC(C)C)c3c(N)n(Cc4ccccc4)c(=O)[nH]c3=O)c(C)c2c1 | 2% | 0% | 3.7% | 0% | 57%
C/C(=N\NC(=O)c1ccccc1Br)c1ccc(N2CCOCC2)cc1 | -5% | 12% | 1.0% | -4% | -4%
COc1ccccc1-n1c(O)c(C=Nc2c(C)n(C)n(-c3ccccc3)c2=O)c(=O)[nH]c1=O | -8% | -6% | 0.9% | 12% | -3%
CCC(C)NC(=O)CN(c1ccc(OC)cc1)S(=O)(=O)c1ccccc1 (stereo unspecified) | -11% | -13% | 3.2% | 7% | -9%
Cc1cccc(OCCc2nnc(N)s2)c1C | 13% | 3% | 1.6% | 0% | -4% | VEEV TC-83 Vero 10K pilot screen=2.0
O=C(COC(=O)c1cccc(S(=O)(=O)N2CCOCC2)c1)Nc1ccc(Cl)cn1 | 7% | -6% | i | / | -3%
CCc1ccccc1NC(=O)C1CCCN(c2nccc(C)n2)C1 (stereo unspecified) | -4% | 9% | 0.1% | 9% | 3%
CCn1ncc(Cl)c1C(=O)Nc1cc([N+](=O)[O-])ccc1OC | -15% | 19% | 1.4% | 0% | -2%
O=S(=O)(c1ccccc1)N1CCC(=NO)CC1 | -13% | 4% | 2.0% | 1% | -6%
CC1(C)CC(=O)C2=C(C1)NC1=C(C(=O)c3ccccc31)C2c1ccccc1 (stereo unspecified) | 63% | 23% | 4.0% | 4% | 28%
O/N=C1\CCCC\C1=C/c1ccccc1 | 66% | 5% | 0.7% | -5% | 5%
O=C(NCCN1CCCCC1)c1ccc(Oc2cc(Cl)cc(Cl)c2)o1 | 17% | / | i | 6% | 8%
O=C(OCc1nnc(-c2ccccc2)o1)C12CC3CC(CC(Br)(C3)C1)C2 | / | 16% | 0.9% | / | /
O=c1c(-c2ccccc2)c(O)c2cccc3c2n1CCC3 | 23% | 3% | 0.5% | 3% | -4%
CC1(c2nnc(-c3cccc(Cl)c3)o2)CC(c2ccc(F)cc2)=NO1 (stereo unspecified) | / | -21% | 2.1% | -5% | -5%
C/C(CC(=O)Nc1ccc2c(c1)OCCO2)=N\NC(=O)COc1ccc(Cl)c(C)c1 | 27% | -14% | 1.4% | 2% | 58%
O=C(C1CCCO1)N1CCN(C(=S)Nc2ccccc2Cl)CC1 (stereo unspecified) | -5% | 2% | 0.1% | -8% | -4%
Nc1nc2cc(S(=O)(=O)N3CCOCC3)ccc2o1 | 43% | -4% | 4.0% | / | 47%
COc1ccc(CNS(=O)(=O)c2ccc(F)c(C(=O)Nc3ccccc3OC)c2)cc1 | 1% | -10% | 3.4% | 4% | -2%
O=C(O)CCC(=O)c1ccc2c(c1)CCCC2 | -12% | 4% | 0.5% | -8% | 3%

Next part.
SMILES | tuberculosis growth | influenza NS1A | VEEV TC-83 Vero | Salmonella PhoP GFP | H37Rv inhibition | others
N#CCC(=O)Nc1ccc(C(=O)OCC(=O)Nc2ccc3ccccc3c2)cc1 | -4% | -11% | 1.2% | / | -3%
CN(C)c1ccc(C(=O)N/N=C/c2cc(Br)cc(Br)c2O)cc1 | ? | / | 13% | -1% | 10%
CCCn1nnnc1SCC(=O)c1ccc(NC(C)=O)cc1 | 3% | -2% | i | 5% | -9%
c1ccc(Nc2ccc(-n3ccnc3)nn2)cc1 | 3% | -9% | i | -4% | -2%
COCCNC(=O)C1Cc2cc(S(=O)(=O)N3CCCC3)ccc2N1C(C)=O (stereo unspecified) | -22% | 7% | 0.7% | 3% | -1%
CC(C)CNC(=O)CN(c1ccccc1)S(=O)(=O)c1ccccc1[N+](=O)[O-] | -4% | -7% | 1.7% | 0% | 7%
CN(C)CCCNCCCCNC(=O)/C=N/O | 28% | 0% | 0.7% | -4% | -6%
CCOC(=O)Cc1csc(NC(=O)Nc2ccc(OC(F)(F)F)cc2)n1 | 14% | 2% | 1.7% | -16% | 11%
C=CCN1C=C(C(C)=O)C(=O)CC1 | / | -16% | i | / | /
COc1ccc(N2C(=O)C3CCCN3C2c2ccc(C)o2)cc1Cl (stereo unspecified) | -10% | 6% | 2.7% | 2% | 56%
COc1ccc(OCCc2nnc(N)s2)cc1 | -1% | -11% | 3.1% | -4% | 1%
CN(C)c1ccc(NS(=O)(=O)c2ccc(-c3csnn3)cc2)cc1 | 17% | / | 2.9% | -3% | -4%
